# LMPTP inh: LMPTP phosphatase inhibitors, primary screen, biochemical, fluorescence intensity, uHTS. recombinant LMPTP-A, OMFP fluorogenic substrate. actives 0.22% (n = 360,000). inhibition, % at 20 µM. Low molecular weight phosphotyrosine protein phosphatase (Homo sapiens), P24666. AID 651560, 2012;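 active means compounds that cut the enzyme signal by at least half of the control window in the single-dose screen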;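 further: plate controls were DMSO wells with enzyme plus substrate for no effect and substrate without enzyme for full effect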
# Target sequence (P24666 whole entry, looked up): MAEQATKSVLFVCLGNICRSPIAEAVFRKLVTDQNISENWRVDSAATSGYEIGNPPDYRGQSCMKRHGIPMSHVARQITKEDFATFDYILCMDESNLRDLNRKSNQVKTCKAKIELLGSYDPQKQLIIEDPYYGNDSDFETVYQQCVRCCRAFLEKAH
#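 Test system: LMPTP-A phosphatase enzyme. Amount: LMPTP-A at 0.625 nM final in the reaction. Reagent: OMFP substrate, 400 µM final. Times: 50 min at room temperature. Signal: endpoint fluorescence intensity from OMFP dephosphorylation. Read-out basis: % inhibition. Benchmarks: no-enzyme and uninhibited controls.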
# Scp1 inh: Scp-1 phosphatase inhibitors, primary screen, biochemical, colorimetric, uHTS | actives 0.88% (n = 340,000) | Carboxy-terminal domain RNA polymerase II polypeptide A small phosphatase 1 (Homo … | inhibition, % at 20 µM | Recombinant Scp1, phosphopeptide, malachite green phosphate absorbance;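 active means inhibition above about 50% at 20 µM, limit read from the data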;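 further: plate controls were DMSO wells with enzyme for no effect and wells lacking enzyme for full effect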
# Target sequence (Q9GZU7 76-261 limits assumed): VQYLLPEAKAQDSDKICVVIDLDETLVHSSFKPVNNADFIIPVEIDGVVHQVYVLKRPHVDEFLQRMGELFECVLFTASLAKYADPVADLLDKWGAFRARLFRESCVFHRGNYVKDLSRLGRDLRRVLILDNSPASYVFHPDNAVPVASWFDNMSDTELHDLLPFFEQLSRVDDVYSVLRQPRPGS
#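 System: SCP-1 catalytic domain; Reagent: Phospho 17-mer peptide substrate; Doses: one concentration, 20 µM, with 1.0% DMSO; Incubation: 45 min room-temperature reaction, 5 min colour, 30 min stabiliser; Signal: Phosphate-binding colour reagent, absorbance read at 630 nm.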
# E coli Lon inh: inhibitors of E. coli Lon protease, primary screen, biochemical, fluorescence polarization. purified E. coli Lon protease. inhibition, % at 7.94 µM. actives 0.42% (n = 360,000); in the data active means inhibition above about 13%, passing the limit was not always enough;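 further: 0% = enzyme with probe and DMSO and 100% = no enzyme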
# MsrA act: bovine MsrA enzyme activators, primary screen, biochemical, absorbance, HTS | purified bovine MsrA, absorbance read-out | activation, % at 10.6 µM | actives 0.3% (n = 360,000) | AID 602163, 2012; in the data active means activation above about 7.5%;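 further: 0% = vehicle and 100% = reference activator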
# DNMT1 block: human DNMT1 methyltransferase inhibitors, primary screen, biochemical, molecular beacon, fluorescence, HinP1I cleavage, uHTS | DNA (cytosine-5)-methyltransferase 1 (Homo sapiens), P26358 | inhibition (reported as % activation of signal), % at 10 µM | actives 0.83% (n = 360,000) | AID 588458, 2011; in the data active means inhibition above about 50%
# STEP block: STEP phosphatase inhibitors, primary screen, biochemical, fluorescence intensity, uHTS. actives 0.25% (n = 360,000). Tyrosine-protein phosphatase non-receptor type 5 (Homo sapiens), P54829. inhibition, % at 20 µM. recombinant STEP, OMFP fluorogenic substrate;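 active means inhibition at 20 µM, scaled per plate between control wells, above about 37%, limit read from the data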;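 further: 0% = DMSO with enzyme and substrate and 100% = substrate only without enzyme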
# Target sequence (P54829 whole entry, looked up): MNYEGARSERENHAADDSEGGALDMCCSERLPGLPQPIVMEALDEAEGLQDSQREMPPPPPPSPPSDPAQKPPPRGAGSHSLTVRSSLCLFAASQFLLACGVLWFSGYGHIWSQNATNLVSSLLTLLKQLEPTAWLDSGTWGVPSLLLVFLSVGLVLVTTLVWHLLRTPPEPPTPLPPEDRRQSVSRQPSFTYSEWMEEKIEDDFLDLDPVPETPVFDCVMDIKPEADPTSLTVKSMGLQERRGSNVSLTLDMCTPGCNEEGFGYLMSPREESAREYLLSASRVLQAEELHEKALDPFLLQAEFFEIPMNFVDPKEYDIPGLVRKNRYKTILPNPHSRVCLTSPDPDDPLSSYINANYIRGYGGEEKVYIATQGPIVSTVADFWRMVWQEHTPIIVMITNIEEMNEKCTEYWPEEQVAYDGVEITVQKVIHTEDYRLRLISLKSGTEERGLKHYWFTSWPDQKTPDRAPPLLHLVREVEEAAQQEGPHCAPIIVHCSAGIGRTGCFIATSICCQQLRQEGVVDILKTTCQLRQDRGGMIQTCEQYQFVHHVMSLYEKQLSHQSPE
#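 System: isolated STEP enzyme; schedule: 20 min enzyme reaction at room temperature, protected from light; medium: Bis-Tris buffer pH 6.0, 2.5 mM DTT, 0.005% Tween 20; signal: fluorescence, 480/540 nm; dosing: single compound dose of 20 µM, 1% DMSO final; also added: OMFP substrate, 25 µM final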
# MsrA inh: bovine MsrA enzyme inhibitors, primary screen, biochemical, absorbance, HTS; Methionine sulfoxide reductase A (Bos taurus); purified bovine MsrA, absorbance read-out; inhibition, % at 15.5 µM; actives 0.75% (n = 360,000); in the data active means inhibition above about 4.5%;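 further: 0% = vehicle wells with enzyme and 100% = reference inhibitor wells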
# SUMO1-SIM PPI: modulators of SUMO1 protein-protein interactions, primary screen, biochemical, uHTS | SUMO1 binding to a labelled peptide, TR-FRET, 1 h | actives 0.33% (n = 360,000) | AID 602429, 2012 | Small ubiquitin-related modifier 1 (Homo sapiens), P63165 | inhibition, % at 20 µM; in the data active means inhibition above about 37%
# Target sequence (P63165 whole entry, looked up): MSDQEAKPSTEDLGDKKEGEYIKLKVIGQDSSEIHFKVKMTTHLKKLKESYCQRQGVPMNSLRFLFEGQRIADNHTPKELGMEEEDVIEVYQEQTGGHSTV
# CendR NRP1 mod: modulators of CendR peptide binding to NRP-1, primary screen, biochemical, fluorescence polarization, uHTS; inhibition, % at 25 µM; FAM-RPARPAR peptide binding to NRP-1; actives 0.85% (n = 360,000); Neuropilin-1 (Homo sapiens), O14786;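 active means inhibition or corrected inhibition above about 18%, plus a signal ratio from 0.5 to 1.5, limit read from the data, passing the limit was not always enough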; further: strong numbers were not always called active
# Tb MetRS inh: T. brucei MetRS inhibitors, primary screen, biochemical, luminescence | actives 0.4% (n = 360,000) | purified T. brucei MetRS, ATP depletion, Kinase-Glo luminescence | AID 624268, 2012 | inhibition, % at 11.9 µM;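 active means inhibition above a per-plate cutoff of the control wells' mean inhibition plus 3 SD, cut at about 5.5% in these data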;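 further: 0% = DMSO wells median and 100% = median of wells with control inhibitor compound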
#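 Material: parasite MetRS enzyme / Replication: singlicate, one well per compound / Signal: luminescence of leftover ATP / Schedule: 2 h aminoacylation at 25 °C after 15 min preincubation / Medium: HEPES-MgCl2-KCl buffer plus DTT, spermine, BSA, pyrophosphatase / Doses: 11.9 µM single point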
# Numbers without * were called inactive; x = no result given. This is a random part of the collection; overall some 4.3% were active at least once.
SMILES,LMPTP inh,Scp1 inh,E coli Lon inh,MsrA act,DNMT1 block,STEP block,MsrA inh,SUMO1-SIM PPI,CendR NRP1 mod,Tb MetRS inh
COc1cccc(NC(=S)N2CCN(Cc3ccccc3)CC2)c1,-3.6,-10,3,-2,4,4,0.0,1,-7,1.1
Cc1ccc(S(=O)(=O)CCC(=O)NCCC2=CCCCC2)cc1,-1.1,-5,12,-6,0,-3,0.3,2,-8,-0.5
Cc1cc(C)nc(NC(=O)c2ccc(OC(C)C)cc2)n1,-0.5,9,4,-10,-4,0,-0.6,-2,-12,-1.4
O=C(NC(=S)Nc1cc(Cl)ccc1Cl)c1ccco1,-0.1,x,-8,-1,11,1,0.4,4,2,-0.1
Cc1ccc(-c2csc(NC(=O)COc3ccc(N(C)S(=O)(=O)c4ccc(C)cc4)cc3)n2)cc1,1.7,-5,-1,-3,-2,2,0.6,-3,1,0.7
CCN(CC(=O)Nc1ccc(NC(C)=O)cc1)C(=O)/C=C/c1ccc([N+](=O)[O-])cc1,-0.3,-9,-4,1,1,-3,0.2,-24,-6,-0.1
Cc1ccc(NC(=O)CN(C)C(=O)COC(=O)COc2cc(C)cc(C)c2)cc1,-1.3,x,-34,2,-7,-3,0.6,3,11,0.3
O=C(Cc1cccc(NC(=O)C2CCN(C(=O)C3CC3)CC2)c1)Nc1cccc(C(=O)N2CCCC2)c1,-1.3,-6,-21,-1,8,0,0.7,18,4,-0.2
O=C(CCCNC(=O)c1ccc(Cl)cc1)NCc1ccccc1Cl,0.3,-7,-5,-4,1,2,0.9,8,-8,-0.3
Cc1nc2ncnn2c(C)c1CCC(=O)NC(C)CCc1ccco1 (centres undefined),0.2,-9,-2,-4,0,-2,-0.2,2,-16,0.1
O=C(CSc1nnnn1-c1ccc(F)cc1)NC1CCCCC1,-0.9,-4,-4,4,0,0,0.2,0,4,-0.2
O=C(c1ccc(=O)[nH]n1)N1CCN(S(=O)(=O)c2ccccc2F)CC1,-1.3,2,6,-3,4,-2,-0.2,1,4,-0.3
N#C/C(=C(/O)COC(=O)c1ccccc1O)c1nc2ccccc2s1,3.4,-3,-1,-3,-10,-2,1.9,14,-60,-0.7
CCCN1CCN(CCCNC(=O)c2ccc(CS(=O)c3ccccc3C)o2)CC1 (centres undefined),-2.7,-2,-2,-6,-1,2,-0.1,0,-2,-0.4
O=C(NCc1ccc(Cl)c(Cl)c1)c1cc(C2CCCCN2C(=O)CCc2ccccc2)on1 (centres undefined),4.8,x,-1,-2,-10,2,0.8,2,-5,-0.3
COc1ccc(-c2nc(CSCC(=O)NCC3CCCO3)c(C)o2)cc1OC (centres undefined),-1.5,-4,-9,-5,1,-6,0.3,3,-14,-0.6
Cc1cccc(N2CC(C(=O)Nc3nnc(SCC(=O)N4CCOCC4)s3)CC2=O)c1 (centres undefined),2.7,-1,-13,-1,-3,4,1.6,18,-28,-0.2
CCn1cc(CN2CCC(n3nccc3NC(=O)CCOc3ccccc3)CC2)c(C)n1,-1.3,3,-11,-4,0,-1,-0.8,-1,-2,0.0
CCn1c(-c2cccn(Cc3ccc(Cl)cc3Cl)c2=O)n[nH]c1=S,-1.7,-1,1,0,1,0,2.1,0,12,0.6
CCOC(=O)C/C(C)=N/NC(=O)CNc1cccc(Cl)c1C,-0.6,-2,5,-3,-3,0,0.3,8,10,2.4
COc1ccc(C2C(C(=O)Nc3cccc(C)n3)c3ccccc3C(=O)N2C)cc1 (centres undefined),-0.5,2,-6,0,0,-2,0.4,2,4,-1.6
CC(C)OCCCNC(=O)c1ccc2c(c1)ncn2C1CCCC1,-0.6,-6,-1,-3,3,-3,-1.6,2,2,-0.8
COc1ccc(NC(=O)CSCC(=O)N(C)Cc2c(F)cccc2Cl)cc1,-9.1,-9,-14,-4,-3,1,2.3,-31,-15,-0.5
O=C(CCc1ccccc1)Nc1ccc(NC(=O)C2CCCCC2)nc1,-0.5,-8,-7,-4,-2,-2,-1.8,0,1,-0.7
CCSCc1nnc(SCC(=O)Nc2nccs2)n1CC,-0.3,-5,1,-2,1,4,-0.9,-1,-5,0.2
CNc1nnc(SCC(=O)c2cc(C)n(C3CC3)c2C)s1,-1.0,-1,-1,0,-3,0,0.2,-8,0,0.3
COC(=O)[C@]12CCCCC=C1N(Cc1ccco1)C(=O)[C@H](CC(=O)NCCCN1CCCC1=O)C2,-1.0,x,-10,-4,x,x,0.7,0,17,-0.7
Cc1ccc(N(C(=O)c2ccc3c(c2)OCO3)C2C=CS(=O)(=O)C2)cc1C (centres undefined),0.0,-2,-12,-4,2,-2,-1.0,5,-4,-0.1
O=C(/C=C/c1ccccc1)Nn1cnnc1,-2.4,-8,-5,0,9,-1,-1.0,-4,-5,-0.9
O=C(Nc1ccc2c(c1)[C@@H]1C[C@@H](CC(=O)N3CCOCC3)O[C@@H](CO)[C@@H]1O2)NC1CCCC1,-0.7,x,4,-6,-1,-3,1.3,3,-8,-2.2
CC(Oc1ccc(F)cc1)C(=O)Nc1cc(S(=O)(=O)N2CCCCC2)ccc1N1CCOCC1 (centres undefined),0.4,-6,2,-7,-3,1,-1.1,5,2,-0.6
COc1ccc(/C=N/OCC(=O)Nc2ccc3c(c2)OCO3)c(OC)c1,0.6,-1,4,-9,-2,1,0.1,3,2,-0.9
CC1CCC/C(=C\Nc2ccc(O)cc2)C1=O (centres undefined),-0.1,-2,8,0,-5,1,1.3,-5,3,0.9
CCN(CC1COc2ccccc2O1)C(=O)CN1C(=O)NC(C)(c2ccccc2)C1=O (centres undefined),-0.3,-4,3,-3,3,-2,1.7,1,4,0.3
Cc1cc(C(=O)COC(=O)Cc2ccc(Br)cc2)c(C)n1C,0.7,-3,-5,-6,-3,0,-1.1,1,0,-0.3
COc1ccc(N2N=NN(C(C)C)C2=C(Cl)c2nnnn2-c2ccc(OC)cc2)cc1,-0.3,2,3,-1,3,4,-0.7,-3,5,-0.3
Cc1ccc(Cc2cnc(NC(=O)c3cccs3)s2)cc1,2.8,0,-6,-2,-5,0,-0.4,2,-5,0.6
COc1cc(C)nc(N(C)C(C)=O)n1,-0.1,1,-4,-2,5,-4,0.5,-7,-10,0.0
COc1ccc(S(=O)(=O)N2CCc3ccccc32)cc1C(=O)O,-2.8,4,-1,-2,1,-2,0.2,5,2,-0.2
COc1cccc(-c2nc(CS(=O)(=O)CC(=O)NCCC(C)C)c(C)o2)c1,-0.8,-5,7,2,5,3,0.8,2,5,0.1
Cc1ccc(C(=O)NC2CCN(CC(=O)NC3CCC(C)CC3)CC2)cc1 (centres undefined),0.5,-8,-1,-2,-1,-1,0.0,3,4,0.0
O=C(Cc1ccccc1)N(c1ccccc1)c1ccccc1,1.8,-19,-3,-8,0,0,-1.4,3,-12,-2.3
O=C1NC(=Nc2cccc([N+](=O)[O-])c2)SC1(CO)CO,-1.9,-8,-2,-3,-3,-2,1.1,-21,8,-1.0
CC(C)(C)OC(=O)N1CCN(Cc2ccc(F)c(B(O)O)c2)CC1,-0.2,8,-8,-11,1,-2,-1.3,2,0,-0.1
COCCNC(=O)C(c1ccccc1)N(CCOC)C(=O)Cn1nnc2ccccc21 (centres undefined),-0.9,-4,-1,-3,1,-8,0.7,-3,2,-0.7

# Some of the entries above in a different format.
# Values in the order – LMPTP inh, Scp1 inh, E coli Lon inh, MsrA act, DNMT1 block, STEP block, MsrA inh, SUMO1-SIM PPI, CendR NRP1 mod, Tb MetRS inh
> Cc1ccc(S(=O)(=O)CCC(=O)NCCC2=CCCCC2)cc1
 : -1.1, -5, 12, -6, 0, -3, 0.3, 2, -8, -0.5
> Cc1cc(C)nc(NC(=O)c2ccc(OC(C)C)cc2)n1
 : -0.5, 9, 4, -10, -4, 0, -0.6, -2, -12, -1.4
> O=C(NC(=S)Nc1cc(Cl)ccc1Cl)c1ccco1
 : -0.1, x, -8, -1, 11, 1, 0.4, 4, 2, -0.1
> Cc1ccc(-c2csc(NC(=O)COc3ccc(N(C)S(=O)(=O)c4ccc(C)cc4)cc3)n2)cc1
 : 1.7, -5, -1, -3, -2, 2, 0.6, -3, 1, 0.7

# (cont.)
SMILES,LMPTP inh,Scp1 inh,E coli Lon inh,MsrA act,DNMT1 block,STEP block,MsrA inh,SUMO1-SIM PPI,CendR NRP1 mod,Tb MetRS inh
C=CCc1c(C)nc2c(OC)cccc2c1Cl,1.8,-1,0,-2,0,-4,0.1,-5,9,-1.1
COCCn1c(SCc2ccc(OC)c(F)c2)nc2ccccc2c1=O,1.5,0,4,2,-1,4,-0.3,2,6,-0.4
Cc1ccc(S(=O)(=O)N2CCN(C(=O)CC3CCCC3)CC2)cc1,-0.8,-12,0,-1,6,1,0.7,-4,19,-0.6
CCOC(=O)C1=C(c2ccccc2)N(C)C(=O)NC1c1ccc(OC(F)F)c(OC)c1 (centres undefined),-1.7,-5,-1,-5,-5,3,1.3,-1,-1,-0.8
CCc1ccc2nc(N(CCCN(C)C)C(=O)c3ccc(S(=O)(=O)N4CCCc5ccccc54)cc3)sc2c1,0.8,3,0,-5,0,9,-0.7,-65,7,-0.7
CCC1(C)NC(=O)N(CC(=O)c2cc(C)n(C3CC3)c2C)C1=O (centres undefined),-0.5,-5,-15,-3,-1,3,1.4,7,-2,0.8
Cc1cc(C)c(C#N)c(SCc2nnc(-c3ccccc3[N+](=O)[O-])o2)n1,11,-4,-17,-2,0,0,1.5,-18,7,1.2
COc1cc(C(=O)Oc2ccccc2/C=N/NC(=O)c2ccc(Cl)cc2)cc(OC)c1OC,1.6,-7,13,-2,-3,2,0.5,-1,0,-0.1
O=C(Nc1ccccc1Cl)c1ccccc1S(=O)(=O)c1ccccc1[N+](=O)[O-],-1.3,-8,18,-12,1,3,0.8,-10,5,-1.0
CC(NC(=O)c1ccco1)c1nc(-c2ccccc2)no1 (centres undefined),-0.5,-4,5,-1,0,0,-1.1,3,6,-0.2
CC1(C)CC(=O)CC(C)(C)N1OC(=O)c1ccccn1,-0.6,-2,7,5,0,-2,1.0,1,13,0.4
COCCCNC(=O)c1c(N)n(/N=C/c2cccnc2)c2nc3ccccc3nc12,2.6,-3,-9,-4,2,3,0.3,17,4,-0.6

# Bioassay records (PubChem)
